# SENP8 block-1: blocks human SENP8 cleavage of Nedd8 substrate. Q96LD8. recombinant SENP8, Nedd8 substrate fluorescence. inhibition, % at 20 µM. 360,000 tested, 0.64% active. AID 602440; in the data active = inhibition mostly above about 40%, no sharp cut-off; inactive = mostly below about 27%
# Target sequence (Q96LD8 whole entry, looked up): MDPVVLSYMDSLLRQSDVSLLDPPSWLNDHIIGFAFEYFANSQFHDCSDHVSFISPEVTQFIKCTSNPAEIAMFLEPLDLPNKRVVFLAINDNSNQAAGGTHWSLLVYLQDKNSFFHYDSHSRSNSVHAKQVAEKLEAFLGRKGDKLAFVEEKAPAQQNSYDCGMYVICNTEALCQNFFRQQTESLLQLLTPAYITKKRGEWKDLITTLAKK
# SENP7 block: blocks the human protease SENP7. inhibition, % at 5 µM. recombinant SENP7, Z-RLRGG-aminoluciferin luminescence, 40 min. Q9BQF6. 330,000 tested, 1.5% active;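 active = inhibition above about 50% at the single test dose, limit read from the data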;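 note: plate controls were DMSO with enzyme for no effect and no enzyme buffer wells for full effect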
# Target sequence (Q9BQF6 706-1050 limits assumed): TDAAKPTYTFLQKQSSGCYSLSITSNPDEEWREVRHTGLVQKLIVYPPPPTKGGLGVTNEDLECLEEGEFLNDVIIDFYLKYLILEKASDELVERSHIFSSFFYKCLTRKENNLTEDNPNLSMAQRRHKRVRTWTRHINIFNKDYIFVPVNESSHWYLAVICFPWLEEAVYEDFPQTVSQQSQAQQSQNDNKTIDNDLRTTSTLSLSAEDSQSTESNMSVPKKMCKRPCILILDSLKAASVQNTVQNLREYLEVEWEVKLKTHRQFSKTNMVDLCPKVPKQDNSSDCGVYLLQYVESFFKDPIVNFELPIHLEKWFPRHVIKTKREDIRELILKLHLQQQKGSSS
# PfGluPho inh: PfG6PD (Plasmodium falciparum) enzyme inhibition; PfGluPho enzyme, NADPH resazurin-diaphorase fluorescence; inhibition, % at 20 µM; 350,000 tested, 0.78% active; AID 504690;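 active = inhibition reaching at least a set limit at 20 µM in the primary screen, cut at about 59% in these data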;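 note: 0% = DMSO wells with substrate and 100% = DMSO wells lacking glucose-6-phosphate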
# HKDC1 inhibitor: HKDC1 (human) hexokinase inhibition; Q2TB90; recombinant HKDC1, G6PDH/diaphorase resazurin coupled fluorescence; inhibition, % at 20 µM; 340,000 tested, 0.16% active; AID 493160;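 active = inhibition above about 35% when tested at 20 µM, limit read from the data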;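 note: plate controls were DMSO wells with enzyme for no effect and DMSO wells lacking enzyme for full effect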
#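 System: Recombinant HKDC1 hexokinase | Amount: HKDC1 at 5 µg/mL | Reagent: Glucose with 1 mM ATP | Doses: Single 20 µM dose | Incubation: Reaction time 90 min, room temperature, protected from light | Signal: Coupled resazurin fluorescence, excitation 525 nm, emission 613 nm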
# SENP6 inh: inhibitors of human SENP6 protease; Q9GZR1; Recombinant SENP6 catalytic domain, aminoluciferin luminescence; inhibition, % at 10 µM; 330,000 tested, 1.8% active; AID 2599;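 active = inhibition above about 50% at the single tested dose, limit read from the data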;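 note: plate controls were DMSO wells with enzyme for no effect and DMSO wells lacking enzyme for full effect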
# Target sequence (Q9GZR1 628-1112 limits assumed): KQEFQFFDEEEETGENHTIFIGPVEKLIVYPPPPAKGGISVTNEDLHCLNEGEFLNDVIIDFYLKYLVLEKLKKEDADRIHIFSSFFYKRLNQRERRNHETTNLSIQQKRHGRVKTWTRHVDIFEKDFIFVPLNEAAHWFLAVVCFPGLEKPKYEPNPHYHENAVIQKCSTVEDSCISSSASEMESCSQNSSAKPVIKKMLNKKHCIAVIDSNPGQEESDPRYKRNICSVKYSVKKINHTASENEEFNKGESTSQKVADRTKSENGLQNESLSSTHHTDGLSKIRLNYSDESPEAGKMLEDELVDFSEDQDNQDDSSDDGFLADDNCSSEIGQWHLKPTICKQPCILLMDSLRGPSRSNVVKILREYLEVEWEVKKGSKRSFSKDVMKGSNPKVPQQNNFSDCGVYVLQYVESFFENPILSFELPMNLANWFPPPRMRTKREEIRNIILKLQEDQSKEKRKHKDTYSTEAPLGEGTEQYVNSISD
# Apaf-1 inh: blocks human Apaf-1 apoptosome activity; AID 489030; reconstituted apoptosome caspase-3 activity, DEVD-Rh110 fluorescence; 330,000 tested, 0.71% active; O14727; inhibition, % at 20 µM; active = inhibition of at least 40% at 20 µM;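 note: plate controls were DMSO wells for no effect and DEVD-CHO caspase inhibitor wells for full effect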
#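 Medium: Hepes buffer, pH 7.5 / System: biochemical Apaf-1 apoptosome reconstitution / Measured by: Rh110 fluorescence, excitation 480 nm, emission 540 nm / Times: compound with Apaf-1, dATP, procaspase-3 30 min, then 50 min reaction, room temperature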
# SENP8 block-2: blocks the human protease SENP8; purified SENP8, Z-RLRGG-aminoluciferin cleavage, luminescence; Q96LD8; AID 2540; inhibition, % at 10 µM; 330,000 tested, 1.2% active; in the data active = inhibition above about 50%
# SENP1 inh: inhibitors of human SENP1 SUMO protease catalytic domain | 360,000 tested, 0.21% active | inhibition, % at 10 µM | recombinant SENP1 catalytic domain, CyPet-SUMO1-YPet FRET cleavage | AID 624204;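 active = inhibition at least 30% at 10 µM, raw YFP signal under a set limit, fluorescence ratio 0.5 to 1.5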;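 note: 0% = enzyme with DMSO and 100% = no enzyme wells; some results filed as inactive read as strong as hits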
#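 system = hSENP1 catalytic domain, recombinant | reagent = SFCypet-SUMO1-SFYpet substrate at 25 nM | doses = one dose per compound, 10 µM, 0.5% DMSO | incubation = enzyme reaction for 50 min at room temperature, dark | measured by = FRET, CFP and YFP emission | controls = no-enzyme low, enzyme-DMSO high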
# * = called active by the depositor; i = inactive; . = no result given.
# The opening 2 compounds, ahead of the listing:
nr	Compound	SENP8 block-1	SENP7 block	PfGluPho inh	HKDC1 inhibitor	SENP6 inh	Apaf-1 inh	SENP8 block-2	SENP1 inh
1	Nc1ccc(CSc2ccc(Cl)cc2)c(Cl)c1	9.2	.	28.1	2.4	.	.	.	0.9
2	COc1ccc(CCNC(=O)COc2ccc(S(=O)(=O)N3CCCC3)cc2)cc1	0.4	1.8	-5.6	-7.1	-9.0	-1.2	-1.8	0.4

# Main list, repeating the preview:
nr	Compound	SENP8 block-1	SENP7 block	PfGluPho inh	HKDC1 inhibitor	SENP6 inh	Apaf-1 inh	SENP8 block-2	SENP1 inh
1	Nc1ccc(CSc2ccc(Cl)cc2)c(Cl)c1	9.2	.	28.1	2.4	.	.	.	0.9
2	COc1ccc(CCNC(=O)COc2ccc(S(=O)(=O)N3CCCC3)cc2)cc1	0.4	1.8	-5.6	-7.1	-9.0	-1.2	-1.8	0.4
3	CCNc1nc(C23CC4CC(CC(C4)C2)C3)cs1	12.6	-4.9	-7.3	-2.0	-18.0	20.8	-11.3	2.2
4	COC(=O)Cn1c2ccccc2c2nc3ccccc3nc21	-432.7	12.3	11.4	2.3	36.2	1.4	6.7	-27.0
5	O=[N+]([O-])c1ccc(S(=O)(=O)CC(CN2CCOCC2)N2CCOCC2)cc1 (stereo not drawn)	27.8	-0.5	-11.1	-5.3	-14.4	0.9	-11.7	0.3
6	CN1CCN(CCNC(=O)c2cn(Cc3ccccc3F)nn2)CC1	8.9	-14.9	-15.7	0.0	-9.0	-8.9	6.0	-1.8
7	COC(=O)CCN(C(=O)c1ccc(N2CCCC2)c([N+](=O)[O-])c1)c1ccccn1	12.2	-3.3	-6.8	-12.1	-22.4	2.6	-13.1	2.9
8	Cc1ccc(S(=O)(=O)/N=C(/Nc2nc(C)cc(C)n2)N2CCOCC2)cc1	-59.2	-6.3	-7.1	-0.3	-10.1	-1.6	-11.7	2.0
9	COC(=O)c1ccc2c(c1)C(C)(C)C(/C=C/c1ccc(O)cc1)=[N+]2C	-274.3	9.1	21.6	34.0	8.2	11.6	1.6	-0.4
10	CCn1c(SCC(=O)N2CCCc3ccccc32)nnc1-c1ccco1	23.2	-3.8	0.7	-5.8	-14.2	6.1	1.3	1.4
11	O=C(CCc1ccccc1)N=C1SC2CS(=O)(=O)CC2N1Cc1ccccc1 (stereo not drawn)	3.0	-4.2	-18.2	-3.6	-6.6	21.7	-4.5	1.2
12	Cc1c(C(=O)NCCN2CCOCC2)sc2nc(-c3ccc(F)cc3)cn12	10.3	2.6	-0.3	-3.0	-24.4	-4.8	-1.2	4.6
13	CC(C)CC(C(=O)OCC(=O)c1c(N)n(C)c(=O)n(C)c1=O)N1C(=O)c2ccccc2C1=O (stereo not drawn)	19.1	11.0	8.4	-7.8	-23.7	13.0	-6.2	-0.5
14	Cc1ccccc1C(=O)NC[C@@H]1CCCN2CCCC[C@H]12	15.0	-5.4	5.8	-5.2	13.1	-1.0	-2.9	0.4
15	O=C(c1cc2cc([N+](=O)[O-])ccc2oc1=O)N1CCN(C2CCCCC2)CC1	4.3	5.0	5.2	-3.2	-2.5	-4.6	-3.2	0.0
16	COc1ccc(Cl)cc1NC(=O)CC(C)c1ccccc1 (stereo not drawn)	20.8	-0.3	17.3	3.4	-9.6	12.0	1.4	2.1
17	O=C(O)C1CSCN1S(=O)(=O)c1cccc2nsnc12 (stereo not drawn)	7.0	7.7	-7.0	10.3	-21.7	1.3	-0.4	0.1
18	COC(=O)C(NS(=O)(=O)c1ccc(F)cc1)c1ccccc1 (stereo not drawn)	-8.5	-4.8	-31.2	-7.6	11.1	-8.6	2.7	-1.9
19	COc1cc2[nH]c(=S)n(Cc3ccccc3)c(=O)c2cc1OC	0.7	7.4	4.2	0.1	-2.1	-8.3	7.5	1.3
20	O=C(NCCCO)NC12CC3CC(CC(C3)C1)C2	18.2	-5.5	9.0	18.0	-13.4	-6.7	-6.3	2.2
21	COc1ccc(N2CCN(CC(=O)Nc3ccc(C)cc3)CC2)cc1	13.6	-10.5	13.2	-0.4	-13.6	6.6	-10.5	2.0
22	CCOc1ccccc1N(C(=O)c1snc(C(N)=O)c1N)C(C(=O)NCCC(C)C)c1ccco1 (stereo not drawn)	-268.7	9.6	2.1	4.5	5.7	12.6	3.3	-21.1
23	CC(=O)/C(N=Nc1ccc(SC(F)F)cc1)=C(\C)O	24.1	48.3	13.5	8.5	66.1*	11.6	45.1	1.0
24	Cc1ccc(C)n1-c1ccc(NC(=O)c2ccccc2)cc1	-0.5	13.8	10.8	-10.1	16.8	-7.5	1.1	-21.8
25	Cc1ccc(C(=O)CSc2nc3ccccc3c(=O)n2N)o1	-4.6	5.7	11.8	-7.5	4.3	-14.9	-6.3	-0.9
26	CC1CCN(C(=O)CSc2nc(N)c3c4c(sc3n2)CN(C)CC4)CC1	i	.	16.7	14.4	.	.	.	-11.2
27	O=c1c(Cc2c(F)cccc2Cl)c(O)ccn1CCc1c[nH]c2ccccc12	16.3	-4.9	7.3	-3.8	0.7	5.1	-1.8	-0.6
28	CSc1nc2ccc(NS(=O)(=O)c3c(Cl)cccc3Cl)cc2s1	23.5	-1.5	-12.8	13.7	-21.1	-13.7	-7.8	1.2
29	C[C@H]([C@@H](N)C(=O)N[C@@H](C(=O)O)[C@@H]1O[C@H](n2ccc(=O)[nH]c2=O)[C@@H](O)[C@H]1O)[C@@H](O)c1ccc(O)cn1	2.9	-4.8	10.3	-7.8	-12.2	12.6	-14.6	-1.8
30	COC(=O)C(CCSC)NC(=O)Cn1ncc2c(=O)oc3ccc(C)cc3c21 (stereo not drawn)	8.5	-4.6	-8.7	-6.8	-14.1	3.2	-2.3	1.4
31	COCCCN1C(=O)c2ccc(C(=O)N3CCN(c4ccc(OC)cc4)CC3)cc2C1=O	15.5	10.5	-7.2	-2.1	-2.1	-5.5	0.8	-1.1
32	CCCSCCCNC(=O)c1cc2c(s1)CS(=O)(=O)C2	5.7	-0.9	-0.3	3.5	-42.8	-5.8	-4.3	-3.0
33	CC(=O)Nc1ccc(CN2CCN(CC=C(C)C)C(CCO)C2)cc1 (stereo not drawn)	26.2	-3.2	6.9	-2.3	-19.5	-8.6	6.0	2.7
34	COc1ccc(OC)c(CNn2c(-c3ccccc3F)nc3ccccc3c2=O)c1	-0.1	-3.3	14.7	-6.9	-1.6	9.3	2.0	1.3
35	Nc1cc(Cl)ccc1N1CCCCC1	17.7	1.5	-4.3	-6.7	2.2	-2.2	7.7	0.5
36	Clc1ccc(NCc2cccnc2)cc1	12.0	-2.1	12.8	0.8	0.3	0.3	3.2	2.0
37	Cn1c(CCN2CCOCC2)nc2cc(NC(=O)COc3ccc([N+](=O)[O-])cc3)ccc21	-8.4	3.8	2.1	4.8	-11.8	-2.6	2.2	-5.3
38	Cc1cnc(C(=O)N2CCCC(N3CCN(c4cccc(C(F)(F)F)c4)CC3)C2)cn1 (stereo not drawn)	4.5	-0.9	-9.7	-3.4	-11.6	5.0	-1.7	0.7
39	O=C(NCCCCc1ccccc1)c1cccc(Br)c1	8.6	0.0	-2.6	-2.4	2.4	-2.4	4.5	-1.5
40	COc1ccc2[nH]cc(S(=O)(=O)c3ccc(F)cc3)c(=O)c2c1	-9.7	-6.4	-24.5	-2.0	0.3	1.2	3.7	0.7
41	COc1ccc(Cl)cc1NC(=S)N1CCCCCC1	12.7	-6.9	11.2	-1.7	-16.7	9.0	-1.3	0.0
42	O=C1NC2(CCCCCC2)C(=O)N1Cc1ccccc1Cl	25.0	-3.9	-33.3	-3.2	-37.6	7.4	-0.9	-3.0
43	COc1ccc(CC(=O)Nc2cccc(-c3ccc4nncn4n3)c2)cc1OC	25.3	-2.3	-9.6	4.7	-5.2	6.8	-0.4	-0.2
44	CCn1c(SCC(=O)Nc2ccccc2)nnc1-c1cccs1	9.6	1.6	32.6	-6.2	-5.2	-0.2	-1.6	2.7
45	COc1ccc(OC)c(NC(=S)NCc2ccc(S(N)(=O)=O)cc2)c1	2.0	11.3	13.3	-1.4	7.0	13.0	2.1	-4.2
46	COc1ccc(NC(=O)c2ccccc2NC(=O)c2cccs2)cc1	11.8	-2.6	-9.5	4.5	-11.6	8.9	-7.7	-1.9
47	Cc1cc(C(=O)NCc2ccco2)on1	5.6	-6.4	7.7	-1.5	-18.0	13.5	-12.2	-10.5
48	CCCCc1nnc(NC(=O)c2ccc3c(=O)n4c(nc3c2)CCC4)s1	-69.5	-4.5	-8.8	-0.2	4.1	4.6	0.1	-14.8

# Results in SENP1 inh, SENP7 block and SENP6 inh, for some of the entries so far:
no.	Molecule	SENP1 inh	SENP7 block	SENP6 inh
37	Cn1c(CCN2CCOCC2)nc2cc(NC(=O)COc3ccc([N+](=O)[O-])cc3)ccc21	-5.3	3.8	-11.8
38	Cc1cnc(C(=O)N2CCCC(N3CCN(c4cccc(C(F)(F)F)c4)CC3)C2)cn1 (stereo not drawn)	0.7	-0.9	-11.6
39	O=C(NCCCCc1ccccc1)c1cccc(Br)c1	-1.5	0.0	2.4

# Next section.
nr	Compound	SENP8 block-1	SENP7 block	PfGluPho inh	HKDC1 inhibitor	SENP6 inh	Apaf-1 inh	SENP8 block-2	SENP1 inh
49	CCNC(=S)N(CCc1c(C)[nH]c2ccccc12)Cc1cc(OC)c(OC)c(OC)c1	17.1	-0.1	25.6	-2.8	-0.9	6.9	-2.9	-1.1
50	CCOC(=O)CSc1nc2cc3c(cc2cc1CC)OCCO3	-54.9	5.5	0.8	7.0	-4.2	26.5	3.2	0.3
51	OCCC1CN(Cc2nc(-c3ccc(F)cc3)cs2)CCN1CCc1ccccc1 (stereo not drawn)	12.0	-4.2	2.9	-6.4	-2.3	16.1	-0.6	-1.0
52	COc1ccccc1C(CC(=O)c1ccccc1)CC(=O)c1ccccc1	13.5	-5.0	9.2	-2.4	-6.0	13.1	0.5	0.2
53	COc1cc(NC(=O)C2CCCO2)c(C(=O)O)cc1OC (stereo not drawn)	11.2	-7.7	17.2	-12.2	-9.1	7.8	-1.6	-28.6
54	CCOc1cc(C(=O)Nc2ccc3c(c2)OCO3)ccc1OCCOc1ccccc1Cl	8.5	-0.2	5.9	-1.1	-7.7	0.4	2.7	0.9
55	CC(C)Cn1c(C(C)C)nc([N+](=O)[O-])c1Sc1ccc(Cl)cn1	6.0	1.1	15.3	0.7	3.8	11.2	3.2	1.3
56	CCCOc1ccc(/C=C/C(=O)O)cc1OC	-15.8	6.3	-13.4	2.1	-7.7	-4.0	2.5	-2.1
57	COc1cccc(N2C(=O)[C@H]3C(C(=O)c4cnccn4)=NN[C@H]3C2=O)c1	-5.5	-17.7	1.8	-3.7	4.1	-2.4	-5.2	0.5
58	O=C(O)c1ccc(/C=N/Nc2ncc(C(F)(F)F)cc2Cl)cc1	-0.9	-0.5	13.6	-4.2	-21.1	-5.2	-9.9	2.4
59	CCNC(=O)CN(c1ccc(CC)cc1)S(C)(=O)=O	6.0	0.2	9.3	-5.9	-0.3	-2.1	0.2	-1.7
60	COc1ccccc1NS(=O)(=O)c1cc(NC(=O)c2cc(F)c(F)c(F)c2F)ccc1N1CCOCC1	10.1	-2.9	24.4	1.9	-4.5	0.4	2.2	-0.2
61	CCCCNC(=O)c1ccc2c(c1)N(CC)C(=O)CS2	11.8	10.0	3.8	2.8	-0.6	-3.0	5.1	1.2
62	NC(=NCCc1c[nH]c2ccccc12)NC(=O)c1ccc(F)cc1	25.6	-0.2	18.2	-1.3	-4.3	22.3	-7.9	2.5
